PLCg1 inh = inhibitors of human phospholipase C gamma1. AID 720700. inhibition, % at 12.2 µM. P19174. actives 0.84% (n = 370,000). purified PLC-gamma1, fluorogenic substrate, fluorescence; in the data active means inhibition above about 9.5%
ADAM10 inh = inhibitors of human ADAM10; O14672; recombinant ADAM10, EDANS/DABCYL FRET peptide cleavage, 3 h; inhibition, % at 7 µM; actives 0.62% (n = 370,000); AID 720582;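 active means inhibition above a per-campaign cutoff equal to the mean of compounds falling between control-based bounds plus 3 SD, cut at about 20% in these data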;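 further: 0% = DMSO wells while the 100% control is not disclosed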
ASAP1 inh = ASAP1 ArfGAP inhibition; ASAP1-stimulated ARF1 GTP hydrolysis, GDP FP detection; actives 0.19% (n = 360,000); inhibition, % at 16.5 µM; in the data active means inhibition above about 25%;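 further: 0% = vehicle with enzyme and substrate and 100% = no enzyme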
Target sequence (Q9ULH1 325-724 limits assumed): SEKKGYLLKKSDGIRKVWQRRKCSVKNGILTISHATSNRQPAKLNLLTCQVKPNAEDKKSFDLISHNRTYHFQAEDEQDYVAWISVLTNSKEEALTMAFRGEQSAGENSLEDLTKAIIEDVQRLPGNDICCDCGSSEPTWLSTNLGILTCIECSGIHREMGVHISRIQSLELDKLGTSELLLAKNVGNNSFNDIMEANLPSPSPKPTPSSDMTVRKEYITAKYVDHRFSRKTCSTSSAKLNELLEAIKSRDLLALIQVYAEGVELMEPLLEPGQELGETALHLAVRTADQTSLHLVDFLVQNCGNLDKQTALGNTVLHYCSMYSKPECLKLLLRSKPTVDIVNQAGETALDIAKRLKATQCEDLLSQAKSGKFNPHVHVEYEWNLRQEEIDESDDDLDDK
TDP2 inh = blocks human TDP2 phosphodiesterase activity | O95551 | recombinant TDP2, T5PNP hydrolysis, p-nitrophenol absorbance 415 nm | inhibition, % at 12.8 µM | actives 0.34% (n = 370,000) | AID 720702;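 active means inhibition above the mean of all tested compounds plus 3 SD, set per campaign, cut at about 25% in these data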;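 further: 0% = DMSO with enzyme and 100% = buffer with substrate but no TDP2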
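test system = human TDP2 enzyme | input = TDP2 enzyme at 120 nM final | medium = 50 mM Tris-HCl pH 7.5 with Mg2+, KCl, DTT, BSA | also added = T5PNP substrate, 5 mM | times = 2 h at 37 °C | technique = epi absorbance | benchmarks = high control without enzyme, low control DMSO plus TDP2 | replication = each compound tested once, singlicate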
Tn6 DDE FP = disrupts Tn6 cyclic peptide binding to fibrin D-Dimer-E complex; actives 0.21% (n = 370,000); inhibition, % at 8.3 µM; P02675; Fibrin DD(E) TRITC-Tn6 fluorescence polarization displacement;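 active means inhibition above a per-campaign cutoff: mean of compounds within control limits plus 3 SD, cut at about 15% in these data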;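 further: 0% = median of all compound wells on the plate and 100% = blocking peptide control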
Tn7 DDE FP = DD(E)-Tn7 binding inhibition, primary FP screen | FP displacement of FITC-Tn7 peptide from fibrin DD(E); 0% = median of compound wells per plate | inhibition, % at 8.3 µM | AID 720508 | actives 0.13% (n = 370,000);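 active means inhibition above the mean of compounds falling within the control limits plus 3 SD of them, cut at about 14% in these data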;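 further: 0% = plate median of compound wells and 100% = 10 µM Aha-Tn7 peptide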
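Assay system: Fibrin-DD(E) protein isolated from polymerized human fibrin clots; read-out basis: percent inhibition; medium: Tris/NaCl/CaCl2 buffer, pH 7.8; signal: FP measurement; incubation: 10 min plus 3 h, room temperature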
ARFGAP1 inhibitor = inhibits rat ARF GTPase activating protein 1; Arfgap1-stimulated ARF1 GTP hydrolysis, GDP FP detection; AID 651572; Q62848; inhibition, % at 16.5 µM; actives 0.26% (n = 360,000);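 active means inhibition above a per-plate limit, mean inhibition of low control wells plus 3 SD, cut at about 25% in these data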;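 further: 0% = DMSO wells with enzyme and 100% = wells lacking Arfgap1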
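Material: rat Arfgap1 GAP domain (His6, aa 1-136), purified enzyme. Also added: human ARF1(Δ1-17)-GTP substrate. Compound dosing: 16.5 µM single point, 1.26% DMSO. Timing: enzyme reaction 120 min at 25 °C after 20 min preincubation. Signal: GDP detection by fluorescence polarization. Read-out basis: percent inhibition of GAP-stimulated GDP formation, scaled between DMSO and no-Arfgap1 medians.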
ADAM17 inh = ADAM17 inhibition, QFRET primary screen; P78536; recombinant ADAM17, EDANS/DABCYL FRET peptide cleavage; inhibition, % at 6.95 µM; actives 0.83% (n = 370,000);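 active means inhibition above the mean of compounds lying between control limits plus 3 SD, set per campaign, cut at about 8.5% in these data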;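 further: 0% = DMSO-only wells as the low control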
Target sequence (P78536 215-824 limits assumed): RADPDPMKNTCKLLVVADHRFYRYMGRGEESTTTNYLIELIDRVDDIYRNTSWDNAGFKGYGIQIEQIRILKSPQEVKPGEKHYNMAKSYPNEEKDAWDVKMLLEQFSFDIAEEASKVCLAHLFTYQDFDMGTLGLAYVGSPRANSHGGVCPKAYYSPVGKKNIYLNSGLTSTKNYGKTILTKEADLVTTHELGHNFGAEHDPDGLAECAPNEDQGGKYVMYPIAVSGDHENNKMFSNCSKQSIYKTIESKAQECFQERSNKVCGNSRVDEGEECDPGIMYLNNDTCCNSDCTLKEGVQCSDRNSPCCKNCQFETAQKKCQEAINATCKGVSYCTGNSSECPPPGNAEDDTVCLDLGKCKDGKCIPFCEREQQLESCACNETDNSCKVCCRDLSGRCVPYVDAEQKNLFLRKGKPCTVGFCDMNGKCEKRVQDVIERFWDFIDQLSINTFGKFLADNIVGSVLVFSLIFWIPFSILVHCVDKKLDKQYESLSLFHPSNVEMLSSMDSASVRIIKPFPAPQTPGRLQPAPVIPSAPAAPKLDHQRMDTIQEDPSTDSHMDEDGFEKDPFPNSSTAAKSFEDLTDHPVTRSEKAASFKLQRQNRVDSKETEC
LEDGF integ inh = blocks HIV-1 LEDGF/p75-dependent DNA integration | TR-FRET IN-LEDGF/p75 DNA integration, Eu/Cy5 | AID 743269 | inhibition, % at 3.7 µM | actives 0.64% (n = 370,000);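 active means inhibition above the screen-wide mean plus 3 SD, cut at about 13% in these data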;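 further: signal is the Cy5 over europium emission ratio at 671 and 618 nm; 0% = plate median of compound wells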
KLK7 zymogen act = activates the human kallikrein-7 zymogen | P49862 | purified proKLK7, EDANS-DABCYL substrate fluorescence; 100% is mature enzyme control, 0% vehicle | activation, % at 7 µM | actives 0.9% (n = 370,000);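 active means activation above the mean of all tested compounds plus 3 SD, computed per campaign excluding outliers beyond control limits, cut at about 13% in these data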
* hit, by the source's call; · = no result given.

PLCg1 inh	ADAM10 inh	ASAP1 inh	TDP2 inh	Tn6 DDE FP	Tn7 DDE FP	ARFGAP1 inhibitor	ADAM17 inh	LEDGF integ inh	KLK7 zymogen act	Compound
4	-4	-3	8	10	0	4	1	1	-0.3	C/C(=N\NC(=O)C(O)(c1ccccc1)c1ccccc1)c1ccc(NC(=O)CCCC(=O)O)cc1
1	6	-13	5	-1	-3	0	-1	1	-0.3	OCC[C@@H]1C[C@@H](O)[C@H](O)[C@@]2(CCCO2)O1
0	-1	7	-5	-3	-3	2	0	1	0.5	Cc1nc2ccccc2c(=O)n1-c1ccc(F)c(NS(=O)(=O)c2ccccc2F)c1
2	-8	8	5	5	1	2	-6	-1	-0.4	NS(=O)(=O)c1ccc(CCNC(=O)CSc2nc3ccccc3c(=O)n2CC2CCCO2)cc1 (stereo not drawn)
-1	-4	6	5	-5	11	1	-6	-6	1.2	COc1cccc(C2CC(C(F)(F)F)n3nc(C(=O)Nc4c(C)n(C)n(-c5ccccc5)c4=O)cc3N2)c1 (stereo not drawn)
0	-13	·	-3	-8	2	·	2	-5	0.0	COc1cc2c(cc1NC(=O)CSc1nnc(-c3ccccc3F)n1-c1ccc(C)cc1)oc1ccccc12
0	-11	-5	2	9	2	-15	-1	-9	0.4	CCS(=O)(=O)N1CCN(C(=O)c2ccccc2[N+](=O)[O-])CC1
-1	-14	-7	2	-1	4	-9	-4	-1	0.0	COc1ccc(NC(=O)CN2C(=O)COc3ccc(C)cc32)cc1
1	3	6	6	4	10	-8	-6	2	-0.3	O=C(NCc1ccccc1)c1ncn[nH]1
-11	1	-7	8	10	4	-1	-2	3	-3.7	CCC(C)N1C(=O)S/C(=C/c2ccc3c(c2)n(C)c(=O)n3C)C1=O (stereo not drawn)

Later entries:
PLCg1 inh	ADAM10 inh	ASAP1 inh	TDP2 inh	Tn6 DDE FP	Tn7 DDE FP	ARFGAP1 inhibitor	ADAM17 inh	LEDGF integ inh	KLK7 zymogen act	Compound
7	-9	4	7	-2	8	6	-2	-3	-0.3	Cc1ccc(NS(=O)(=O)c2ccc(C(=O)N3CCC3)cc2)cc1
0	-9	-9	1	7	-1	-2	-5	-2	0.0	COC(=O)C(C)N(C#N)c1nc(C)cc(C)n1 (stereo not drawn)
2	4	-3	-4	-8	-6	3	4	2	0.3	COc1ccc2ccccc2c1C1NC(=O)NC(C)=C1[N+](=O)[O-] (stereo not drawn)
-1	-6	-6	8	0	3	-6	-3	-3	-0.2	O=C(NC1CC1)c1cc2c(F)cccc2s1
-1	-3	-2	-5	-2	8	12	-5	-2	-0.5	O=C(C1CCCO1)N1CCc2ccccc21 (stereo not drawn)
-231	-111	13	-8	-4	-3	5	-27	-1	-15	COc1ccc(-c2c(-c3ccc(S(C)(=O)=O)cc3)sc3ccc(OC)cc23)cc1
-2	-6	10	1	0	5	8	-5	-4	0.0	CC(C)c1ccc(CN2CC(C(=O)O)CC2=O)cc1 (stereo not drawn)
0	-6	-1	9	0	3	2	0	-2	0.6	COC(=O)c1cn(C)c2ccc(S(=O)(=O)N3CCCC3)cc2c1=O
1	-1	2	9	-2	-2	-8	-3	-1	0.3	CC(C)CCn1c(SCCc2ccccc2)nc2c1c(=O)[nH]c(=O)n2C
-5	-33	5	-9	-1	1	5	-10	-3	-0.1	COc1ccc(C2=NOC(COc3ccc4c(C)cc(=O)oc4c3)C2)c(OC)c1 (stereo not drawn)

(further entries)
PLCg1 inh	ADAM10 inh	ASAP1 inh	TDP2 inh	Tn6 DDE FP	Tn7 DDE FP	ARFGAP1 inhibitor	ADAM17 inh	LEDGF integ inh	KLK7 zymogen act	Compound
3	4	·	6	3	-2	·	0	3	-0.8	CC(C)CNC(=O)OCc1cn(Cc2ccc(F)c(F)c2)nn1
4	8	-11	7	0	-3	-1	0	-2	0.2	O=C(Nc1cccc(Cl)c1)Nc1nnc(CC2=CCCCC2)s1
1	0	-13	4	-6	-2	-11	0	1	0.4	Cc1ncoc1C(=O)N1CCCC(N2CCN(c3ccccc3F)CC2)C1 (stereo not drawn)
0	2	20	-7	-4	-7	6	-3	3	0.0	Cn1ncc(N=Cc2ccccc2[N+](=O)[O-])c1C(N)=O
8	12	13	1	-1	2	-2	1	-2	0.4	CCC(C)(C)n1nnnc1CN1CCC(NC(=O)c2ccccc2C)CC1
2	-6	13	-9	4	-7	18	1	0	-0.2	CSc1ccccc1NC(=O)COC(=O)CCc1ccccc1
1	-2	9	-4	-1	-1	2	0	-3	0.3	C[C@H]1CN([C@@H](C)CO)C(=O)c2cccc(NC(=O)C3CC3)c2O[C@H]1CN(C)C(=O)Nc1ccc2c(c1)OCO2
-5	1	8	-10	6	-8	-6	-4	1	0.9	COc1cccc(CC(NC(C)=O)C(=O)NC2CCN(S(=O)(=O)c3cccc4ccccc34)CC2)c1 (stereo not drawn)
0	-3	2	-1	1	3	1	4	1	0.2	CN(C)S(=O)(=O)c1cccc(NC(=O)c2ccc(NS(=O)(=O)c3cccs3)cc2)c1
0	-2	5	2	0	2	5	-1	8	0.1	CNC(=S)N/N=C(\C)c1ccc2c(c1)OCO2

Part of the list above, showing only KLK7 zymogen act and Tn6 DDE FP:
SMILES,KLK7 zymogen act,Tn6 DDE FP
O=C(Nc1cccc(Cl)c1)Nc1nnc(CC2=CCCCC2)s1,0.2,0
C[C@H]1CN([C@@H](C)CO)C(=O)c2cccc(NC(=O)C3CC3)c2O[C@H]1CN(C)C(=O)Nc1ccc2c(c1)OCO2,0.3,-1

Part of the list above in order of length of the SMILES, descending.
PLCg1 inh	ADAM10 inh	ASAP1 inh	TDP2 inh	Tn6 DDE FP	Tn7 DDE FP	ARFGAP1 inhibitor	ADAM17 inh	LEDGF integ inh	KLK7 zymogen act	Compound
1	-2	9	-4	-1	-1	2	0	-3	0.3	C[C@H]1CN([C@@H](C)CO)C(=O)c2cccc(NC(=O)C3CC3)c2O[C@H]1CN(C)C(=O)Nc1ccc2c(c1)OCO2
0	-13	·	-3	-8	2	·	2	-5	0.0	COc1cc2c(cc1NC(=O)CSc1nnc(-c3ccccc3F)n1-c1ccc(C)cc1)oc1ccccc12
0	-3	2	-1	1	3	1	4	1	0.2	CN(C)S(=O)(=O)c1cccc(NC(=O)c2ccc(NS(=O)(=O)c3cccs3)cc2)c1
-231	-111	13	-8	-4	-3	5	-27	-1	-15	COc1ccc(-c2c(-c3ccc(S(C)(=O)=O)cc3)sc3ccc(OC)cc23)cc1
0	-11	-5	2	9	2	-15	-1	-9	0.4	CCS(=O)(=O)N1CCN(C(=O)c2ccccc2[N+](=O)[O-])CC1
2	4	-3	-4	-8	-6	3	4	2	0.3	COc1ccc2ccccc2c1C1NC(=O)NC(C)=C1[N+](=O)[O-] (stereo not drawn)
1	6	-13	5	-1	-3	0	-1	1	-0.3	OCC[C@@H]1C[C@@H](O)[C@H](O)[C@@]2(CCCO2)O1
7	-9	4	7	-2	8	6	-2	-3	-0.3	Cc1ccc(NS(=O)(=O)c2ccc(C(=O)N3CCC3)cc2)cc1
-1	-14	-7	2	-1	4	-9	-4	-1	0.0	COc1ccc(NC(=O)CN2C(=O)COc3ccc(C)cc32)cc1
0	2	20	-7	-4	-7	6	-3	3	0.0	Cn1ncc(N=Cc2ccccc2[N+](=O)[O-])c1C(N)=O
3	4	·	6	3	-2	·	0	3	-0.8	CC(C)CNC(=O)OCc1cn(Cc2ccc(F)c(F)c2)nn1
-2	-6	10	1	0	5	8	-5	-4	0.0	CC(C)c1ccc(CN2CC(C(=O)O)CC2=O)cc1 (stereo not drawn)
1	3	6	6	4	10	-8	-6	2	-0.3	O=C(NCc1ccccc1)c1ncn[nH]1

More entries follow.
PLCg1 inh	ADAM10 inh	ASAP1 inh	TDP2 inh	Tn6 DDE FP	Tn7 DDE FP	ARFGAP1 inhibitor	ADAM17 inh	LEDGF integ inh	KLK7 zymogen act	Compound
2	-11	11	0	-4	-2	10	0	1	-0.3	CCNC(=O)N1CCC(c2nc3ccccc3s2)CC1
2	-9	-4	11	4	-2	-5	-1	-4	0.5	O=c1oc2ccccc2n1CCCOc1ccccc1
-2	-8	2	-5	0	-2	-1	-2	-4	0.3	CSCCC(=O)N(C)CC1CCCN(CCc2cccc(C(F)(F)F)c2)C1 (stereo not drawn)
2	-4	2	-7	0	-4	12	0	1	-0.3	COc1ccc(NS(=O)(=O)c2cc3c(cc2C)N(C)CCO3)c(OC)c1
-23	-243	2	-5	-2	-2	-18	-67	-3	15*	CN(C(=O)COc1ccccc1)c1nnc(-c2ccncc2)s1
0	-6	9	19	-5	3	-4	-2	2	0.2	CC(C)Cc1ccc(C(C)C(=O)Nc2cccnc2)cc1 (stereo not drawn)
0	-4	11	3	1	8	-1	-7	-1	-0.1	COc1cc(C(C)=O)ccc1OCC(O)CN(CCO)Cc1ccccc1 (stereo not drawn)
2	-3	-2	8	4	-3	-15	3	0	-0.8	CC(=O)Nc1ccccc1OCC(=O)NCC(F)(F)F
1	-7	-12	7	12	3	0	0	-2	-0.9	C/C=C/c1ccc(OCC(=O)Nc2ccc(C(N)=O)cc2)c(OC)c1
5	6	-10	4	-5	-3	6	-3	3	0.0	CCCc1cc(C(=O)N2CCCC(N3CCN(c4ccccc4F)CC3)C2)n(C)n1 (stereo not drawn)

The list continues.
PLCg1 inh	ADAM10 inh	ASAP1 inh	TDP2 inh	Tn6 DDE FP	Tn7 DDE FP	ARFGAP1 inhibitor	ADAM17 inh	LEDGF integ inh	KLK7 zymogen act	Compound
-1	-12	4	-6	-5	-2	9	-10	1	0.0	O=C(c1cc2ccccc2oc1=O)N(Cc1ccco1)C1CCS(=O)(=O)C1 (stereo not drawn)
-85	-138	-15	3	7	1	2	-38	-9	-2.0	Nc1ccc(-c2ccc(N)c(C(=O)O)c2)cc1C(=O)O
5	3	11	-17	6	4	8	-3	1	-0.4	O=C(NCc1ccccc1)N1CCOc2ccccc21
11*	0	1	-18	5	1	-9	5	-2	-0.9	CCOc1cccc(CN2CCCC(CCC(=O)NCc3ccccc3F)C2)c1O (stereo not drawn)
9	6	-3	-11	3	-7	9	2	2	-0.1	COc1ccccc1OCc1nc(C#N)c(N2CCC(C(N)=O)CC2)o1
-9	-8	-4	-6	-5	7	-8	1	-4	-0.3	CCOC(=O)Cc1nnc(NC(=O)CSc2ccc(C)cc2)s1

High-throughput results (PubChem BioAssay)
